Compound activity as filed in PubChem BioAssay.
TcdB GH inh: TcdB glycohydrolase inhibitors, primary screen, biochemical, single point, plate reader. AID 652162, 2013. 350,000 tested, 0.24% active. inhibition, % at 9.99 µM. TcdB glycohydrolase enzymatic assay. Toxin B (Clostridioides difficile), P18177; in the data active = inhibition above about 10%
Anthrax LF prot: Bacillus anthracis LF protease inhibitors, primary screen, biochemical, multiplex microsphere, MLPCN library; Lethal factor (Bacillus anthracis), P15917; multiplex microsphere protease cleavage assay; inhibition, % at 10 µM; 360,000 tested, 0.12% active; AID 588501, 2011; also: plate controls were buffer without enzyme for full effect and enzyme alone for no effect
CCHF vOTU inh: CCHFV vOTU protease inhibitors, primary screen, biochemical, Pep-AMC substrate, fluorescence; Crimean-Congo hemorrhagic fever virus L polyprotein viral ovarian tumor (vOTU) protease …; inhibition, % at 11.5 µM; 370,000 tested, 0.55% active; AID 651958, 2012; in the data active = inhibition above about 30%; also: 0% = vehicle wells with enzyme and 100% = no enzyme wells
BoNT A protease: BoNT/A light chain protease inhibitors, primary screen, biochemical, flow cytometry, MLPCN library. Botulinum neurotoxin type A light chain protease (Clostridium botulinum A str. ATCC 3502). multiplex microsphere protease substrate cleavage. inhibition, % at 10 µM. 360,000 tested, 0.17% active. AID 588499, 2011; also: plate controls were buffer without enzyme for full effect and enzyme alone for no effect
Vc quorum ag: inducers of Vibrio cholerae quorum light production without autoinducers, primary screen, BH1578 luxS cqsA deficient, single point | V. cholerae BH1578 lux reporter, luminescence, 6 h | activation, % at 18.7 µM | 350,000 tested, 0.16% active; in the data active = activation mostly above about 9.7%, no sharp cut-off; inconclusive = no clear call, values can overlap the other calls; inactive = mostly below about 3.7%; also: not every result past the cut was called active; inactives centre near 0; reference of the scale not given here
PfHsp40 rescue: rescue of yeast from PfHsp40 toxicity, primary screen, S. cerevisiae, ATP luminescence. 340,000 tested, 0.68% active. S. cerevisiae expressing PfHsp40, growth rescue. growth rescue, % at 12.5 µM; in the data active = growth rescue above about 28%, passing the limit was not always enough; inconclusive = no clear call, values can overlap the other calls;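 also: yeast W303a lacking pdr1 and pdr3 grown in galactose medium; growth measured after three days at 30 °C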
DUSP3 inh: VHR1 phosphatase inhibitors, primary screen, biochemical, absorbance, uHTS; AID 1654, 2009; Dual specificity protein phosphatase 3 (Homo sapiens), P51452; recombinant VHR phosphatase, pNPP absorbance; inhibition, % at 13.3 µM; 290,000 tested, 0.52% active; in the data active = inhibition above about 50%; also: some compounds called inactive have numbers as strong as hits
3CLpro inhibitor: SARS-CoV 3CLpro protease inhibitors, primary screen, biochemical, quenched FRET; inhibition, % at 6 µM; AID 1706, 2009; recombinant SARS-CoV 3CLpro, quenched FRET peptide cleavage; 290,000 tested, 0.14% active; in the data active = inhibition above about 12%
Yp Topo-I inh: Yersinia pestis topoisomerase I inhibitors, primary screen, biochemical, cleavage product accumulation, plate reader, single point; Y. pestis Topo-I cleavage product accumulation; activity, % at 10 µM; 360,000 tested, 0.064% active; in the data active = activity above about 50%, passing the limit was not always enough; inconclusive = no clear call, values can overlap the other calls; also: inactives centre near 2
PriA SSB inh: inhibitors of Klebsiella pneumoniae PriA binding to SSB C-terminal tail, primary screen, biochemical, AlphaScreen | PriA–SSB C-terminal tail interaction (Klebsiella pneumoniae) | AlphaScreen SSBct-PriA binding, biotinylated peptide | inhibition, % at 33 µM | 430,000 tested, 0.6% active | AID 1272365, 2023; in the data active = inhibition mostly above about 37%, no sharp cut-off; inactive = mostly below about 20%;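 also: plate controls were negative control peptide for no effect and reference peptide for full effect; strong numbers were not always called active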
An asterisk follows results filed as active; i = inactive; ? = inconclusive; . = no result given; & = joins results of further samples. Rule as the data show it, unless noted: active = inhibition above about 30%; inconclusive = no clear call, values can overlap the other calls; inactive = below that. These rows are one share of the data; the hit share may differ from the screen's.

SMILES	TcdB GH inh	Anthrax LF prot	CCHF vOTU inh	BoNT A protease	Vc quorum ag	PfHsp40 rescue	DUSP3 inh	3CLpro inhibitor	Yp Topo-I inh	PriA SSB inh
CCOc1cc(N2CCOCC2)c(OCC)cc1NC(=O)CN1C(=O)NC2(CCCCC2C)C1=O (stereo unspecified)	-3.8	-4	-6	-1.7	i	0.1	.	.	8	-1
CCCc1nc2c(c(=O)c3ccccc3n2C)c(=O)n1-c1cc(C)cc(C)c1	-0.6	-16	12	?	-0.7	0.2	-19	3	11	-4
N=c1c(C(=O)NC2CCCCC2)cc2c(=O)n3ccccc3nc2n1Cc1cccnc1	1.8	1	-174	1.9	-0.3	-0.5	1	-4	4	0
CCOC(=O)[C@@H]1[C@H]2COc3cc(OC)ccc3[C@@H]2N2C(=O)N(c3ccc(OC)cc3)C(=O)[C@]12C	-0.1	-4	0	-0.4	i	-0.7	1	0	9	-3
O=C(NCc1ccncc1)C(=O)NCC1OCCN1S(=O)(=O)c1ccc(Br)cc1 (stereo unspecified)	0.1	-7	2	-5.2	i	0.1	14	-4	10	2&-4
NC(=O)C1CCN(C(=O)C23CC4CC(CC(C4)C2)C3)CC1	.	-3	3	0.0	i	0.7	26	-4	-10	-12
Cc1cc(C(=O)N/N=C/c2ccc(C)o2)c2ccccc2n1	.	0	-5	-0.2	-0.2	1.0	-2	0	1	.
O=C(CSCc1cc(=O)[nH][nH]1)Nc1ccc(F)cc1	0.0	-4	-13	-0.6	-0.4	.	-9	6	-10	-24&0
COC(=O)n1c(=O)oc2cc(S(=O)(=O)N3CCOCC3)ccc21	.	-8	2	3.9	1.4	-0.2	10	0	8	-12
CC(=O)c1cccc(N(C(=O)c2ccco2)C(C(=O)NC2CCCC2)c2cccs2)c1 (stereo unspecified)	0.9	4	7	0.4	-0.9	0.4	2	0	8	6
O=[N+]([O-])c1ccc(S(=O)(=O)CC(CN2CCCCC2)N2CCCCC2)cc1 (stereo unspecified)	4.1	-5	14	-0.6	i	-0.9	16	0	-5	-3
O=C(CCc1c[nH]c2ccccc12)OCC(=O)c1ccccc1	-1.0	-3	-1	-0.1	-5.6	.	.	.	13	.
COCCn1c(SCCCc2ccccc2)nc2c1c(=O)[nH]c(=O)n2C	.	1	-2	-0.3	i	0.0	-8	1	26	0
CCOC(=O)C(C)Oc1ccc2c(C)cc(=O)oc2c1C(C)=O (stereo unspecified)	.	3	3	2.2	-0.4	-1.0	35	-2	-1	-11
CCCCCC(=O)N1C[C@@H](n2cc(COC(=O)c3ccccc3)nn2)[C@H](O)C[C@@H]1c1ccc(C)cc1	1.2	-2	10	-0.2	0.0	.	.	.	33	.
O=C(COC(=O)/C=C/c1cccs1)Nc1cccc(S(=O)(=O)N2CCOCC2)c1	0.3	-2	-5	-0.1	-0.1	3.7	28	7	3	7
CCc1nnc(NC(=O)c2ccc(S(=O)(=O)NC3CCCCC3)cc2)s1	1.0	0	5	-1.9	i	0.0	-4	-4	-4	-11
COc1ccc(CN2CC(COCc3ccccc3)Oc3ccccc3S2(=O)=O)cc1 (stereo unspecified)	0.2	-3	2	0.2	i	-0.4	.	.	36	11
O=C(Nc1ncc2c(n1)-c1ccccc1OC2)c1ccc(Cl)cc1Cl	.	-1	-8	0.7	-0.2	0.4	24	3	7	-5
CCc1cc2c(cc(C(=O)O)n2C)s1	.	-4	9	-0.5	-1.0	7.5	0	-2	-3	-4
CC(C)n1c(SCC(=O)Nc2ccc3c(c2)OCO3)nc2c1c(=O)n(C)c(=O)n2C	.	3	-17	1.7	-1.7	1.2	21	-3	3	5
CCOC(=O)CSc1nnc(-c2ccc(OC)cc2OC)o1	1.4	-1	3	0.0	-0.2	0.6	-6	0	8	-13
Cc1nc(C#N)c(N/N=C/c2c(F)cccc2Cl)o1	1.6	-2	4	-0.1	-0.1	0.2	0	-1	-2	.
CSc1ncnc2c1ncn2CCCNCc1cccc2ccccc12	0.0	-1	-5	-0.5	-0.7	.	.	.	6	.
C[C@H](CO)N1C[C@H](C)[C@@H](CN(C)Cc2ccncc2)Oc2c(NC(=O)CCCCCC(=O)Nc3ccccc3N)cccc2C1=O	-4.2&0.6	3	-5	0.2	-0.4	-0.8	.	.	-1	-4
COCCNC(=O)Cn1cc(/C=N/NC(=O)c2ccc(Oc3ccc(O)cc3)cc2)c2ccccc21	2.8	-11	-2	-1.1	-0.3	-0.1	7	-6	-13	.
CCCc1ncc(C(=O)c2ccc(OC)cc2)n1C	.	-1	10	-2.9	-0.2	0.2	16	-3	-5	-12
COc1ccc(C(=O)NCC(=O)n2nc(C)cc2C)cc1OC	.	-10	23	-1.9	-0.3	-2.0	23	-1	15	-15
Cc1ccc(Cn2c(C(C)Nc3nc(-c4ccc(Cl)c([N+](=O)[O-])c4)cs3)nc3cc(C(F)(F)F)ccc32)cc1 (stereo unspecified)	0.9	0	5	-0.4	i	-0.8	.	.	-15	-5
Cc1nc2ccc(NS(=O)(=O)c3c(F)cc(F)cc3Br)cc2s1	2.4	-11	8	0.2	i	1.7	.	.	-1	-19
C=CCn1c(CC(=O)Nc2ccc(C)cc2C)nnc1SCC(=O)N1CCOCC1	0.4	0	-8	0.4	-0.4	0.0	16	3	3	-14
O=C(NC(=S)NC1CCSC1=O)c1cccs1 (stereo unspecified)	0.5	0	-1	0.5	i	0.3	-7	4	1	-1
COC(C(=O)Nc1ccc(S(=O)(=O)Nc2ccc(C)c(C)c2)cc1)c1ccccc1 (stereo unspecified)	.	3	13	1.1	-0.1	2.7	-10	4	-4	8
CC1CCN(C(=O)CN(c2cccc(F)c2)S(C)(=O)=O)CC1	0.3	-2	1	0.3	0.0	-1.0	11	1	11	-10
NC(=O)C1(N2CCCCC2)CCN(Cc2ccc(Br)cc2)CC1	-0.8	-5	-1	?	-1.3	3.0	4	1	0	-6
OCc1ccnc(Cl)c1	-0.5	2	-17	1.5	-0.3	-2.5	-15	1	4	-3
Clc1ccc(OCCn2c(-c3ccco3)nc3ccccc32)cc1	.	.	2	.	-0.1	6.1	6	7	6	18&-2&3
O=C(CCSc1ccccc1)NC1CCCCCC1	1.3	-2	-10	0.0	-0.2	-0.6	3	1	1	-13
COC(=O)C1CCN(C(=O)/C(C)=C\c2ccccc2)CC1	0.7	4	7	0.8	0.7	-1.2	22	1	2	0
O=C(COc1ccc(Cl)cc1[N+](=O)[O-])NC1CCCCC1	0.3	8	-2	0.8	1.3	0.1	2	4	8	20

As a working copy, some entries already given.
SMILES	TcdB GH inh	Anthrax LF prot	CCHF vOTU inh	BoNT A protease	Vc quorum ag	PfHsp40 rescue	DUSP3 inh	3CLpro inhibitor	Yp Topo-I inh	PriA SSB inh
O=C(CCSc1ccccc1)NC1CCCCCC1	1.3	-2	-10	0.0	-0.2	-0.6	3	1	1	-13
COC(=O)C1CCN(C(=O)/C(C)=C\c2ccccc2)CC1	0.7	4	7	0.8	0.7	-1.2	22	1	2	0
O=C(COc1ccc(Cl)cc1[N+](=O)[O-])NC1CCCCC1	0.3	8	-2	0.8	1.3	0.1	2	4	8	20

More records follow.
SMILES	TcdB GH inh	Anthrax LF prot	CCHF vOTU inh	BoNT A protease	Vc quorum ag	PfHsp40 rescue	DUSP3 inh	3CLpro inhibitor	Yp Topo-I inh	PriA SSB inh
COc1ccc(C2Nc3ccccc3C(=O)N2NS(C)(=O)=O)c(OC)c1 (stereo unspecified)	-0.2	-3	-73	-1.0	-8.3	-0.4	27	1	-1	17
COc1ccc(-c2noc(-c3csc([C@@H]4C[C@H](O)[C@@H](CO)O4)n3)n2)cc1OC	0.6	0	5	0.3	0.8	.	.	.	-4	.
Cn1c(O)c(C=Nc2ccccc2)c(=O)n(C)c1=O	0.4	10	2	1.5	-1.4	-0.4	-16	-2	10	-1
O=C(CSc1ncccn1)NCc1cccs1	-2.6	-8	5	0.1	i	-0.3	-7	-3	9	-6
COCCCn1c(=O)c2ccccc2n(CC(=O)NC2CCCCC2)c1=O	-0.1	8	-10	-3.9	-0.6	0.8	26	-5	2	2
COc1cccc(CN2CCNC(=O)C2CC(=O)NC2CCCCCCC2)c1 (stereo unspecified)	0.1	2	16	-1.3	i	-1.3	10	-2	-2	1
OCC[C@H]1C[C@H](O)[C@@H](O)[C@]2(CCc3ccccc3O2)O1	0.7	2	-4	-1.0	i	0.4	.	.	3	1
CC(=O)/C(=C\N(C)C)Sc1ccc(C)cc1	0.1	?	-4	-0.7	-0.7	1.6	10	3	-2	-5
O=C(NCc1ccccc1)c1cc[n+]([O-])cc1	-1.1	-2	-1	0.8	-0.6	0.5	9	-1	-1	6&6
COCCNc1ncnc2c1cnn2Cc1ccc(Cl)cc1	.	-4	11	0.1	4.6	-0.5	-16	5	-1	-12
O=C(O)c1ccc(N/N=C/C=C/c2ccccc2)cc1	-1.1	2	2	-0.9	-0.3	458*	-3	1	-11	i
CC12CCC(=O)N1C(C(=O)N1CCN(c3ccc(C(F)(F)F)cc3[N+](=O)[O-])CC1)CS2 (stereo unspecified)	0.3	2	14	2.9	-2.9	0.6	0	5	3	34
Nc1ccccc1C(=O)NNc1c2ccccc2nc2ccccc12	1.0	2	-27	1.6	1.6	-0.4	17	-1	-18	2
Cn1c(C(=O)c2ccncc2)cc2ccccc21	0.4	21	0	0.5	-0.4	0.4	24	5	10	-14
COCCNC(=O)CN1C(=O)NC2(CCCc3ccccc32)C1=O (stereo unspecified)	-1.7	1	-4	0.1	-0.5	1.8	-33	0	-1	5
O=C(Nc1nccs1)c1cccc(N2C(=O)c3cccc4c([N+](=O)[O-])ccc(c34)C2=O)c1	.	-8	6	0.3	-1.0	2.2	17	1	-7	-7
COc1ccc(C(=O)CN2C(=O)NC3(CCCCC3)C2=O)cc1OC	-0.4	1	6	-1.0	-0.3	-1.2	6	4	6	-12
COc1ccc(OC)c(NC(=O)CCNC(=O)Cn2ccc3ccccc3c2=O)c1	0.0	-2	6	3.6	0.2	0.0	2	-7	-10	4
O=C1Nc2ccccc2S/C1=C/Nc1cccc(Cl)c1	.	-3	-3	-0.7	-0.7	-0.2	27	0	-10	-8
O=C1C2=C(Nc3ccccc3SC2c2ccco2)c2ccccc21 (stereo unspecified)	.	-3	4	-0.2	-12	4.5	-8	7	-12	48*
Cc1cc(C(F)(F)F)nn1CC(=O)NNC(=S)Nc1cccc(Cl)c1	.	-2	11	1.1	2.8	4.3	-2	1	-7	7
CCC(c1c(C)n(C)n(-c2ccccc2)c1=O)c1c(C)n(C)n(-c2ccccc2)c1=O	.	1	-17	0.8	-2.2	-0.1	19	-3	-9	-3

Laid out differently: entries from further up
compound | TcdB GH inh | Anthrax LF prot | CCHF vOTU inh | BoNT A protease | Vc quorum ag | PfHsp40 rescue | DUSP3 inh | 3CLpro inhibitor | Yp Topo-I inh | PriA SSB inh
CCOC(=O)CSc1nnc(-c2ccc(OC)cc2OC)o1 | 1.4 | -1 | 3 | 0.0 | -0.2 | 0.6 | -6 | 0 | 8 | -13
Cc1nc(C#N)c(N/N=C/c2c(F)cccc2Cl)o1 | 1.6 | -2 | 4 | -0.1 | -0.1 | 0.2 | 0 | -1 | -2 | .
